PriA SSB inh = inhibitors of Klebsiella pneumoniae PriA binding to SSB C-terminal tail, primary screen, biochemical, AlphaScreen. PriA–SSB C-terminal tail interaction (Klebsiella pneumoniae). AlphaScreen SSBct-PriA binding, biotinylated peptide. 430,000 tested, 0.6% active. AID 1272365, 2023. inhibition, % at 33 µM; in the data active means inhibition mostly above about 37%, no sharp cut-off; inactive means mostly below about 20%;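 further: plate controls were negative control peptide for no effect and reference peptide for full effect; strong numbers were not always called active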
* hit, by the source's call; i = inactive; & = joins results of further samples. A portion of the library; count on the stated rates, not on these rows.

canonical_smiles,PriA SSB inh
COc1ccc(C=NNC(=O)c2nn(C)cc2Cl)cc1CN1CCOCC1,3
COc1ccc2ccccc2c1C=NNc1ccc(Cl)c(C(=O)O)c1,-14
O=C(Nc1ccc(-c2nc3cccnc3s2)cc1)c1ccc(Cl)cc1Cl,-7&-2
CC1(C)Cc2cccc(OCc3ccc(C(=O)N4CCCc5ccccc54)cc3)c2O1,-5
C/C(C=NNc1nc(N2CCCCC2)nc(N2CCCCC2)n1)=C\c1ccccc1,-8
O=C(CSc1ccc(NC(=O)c2ccccc2F)nn1)Nc1ccc2c(c1)OCO2,-8&-1
Cc1ccc(CNC(=O)Cn2c(C)nc3c(sc4ccccc43)c2=O)cc1,-4
Cc1ccc(NC(=O)CSc2nnc(C)c3cnn(-c4ccccc4)c23)c(C)c1,-20
CCOC(=O)/C=C/C(=O)NC(=S)Nc1nccs1,-5
Cc1ccc(N2CCn3c2nnc(C(=O)NCc2ccco2)c3=O)cc1,-19&-13
COc1ccc(C(O)=C2C(=O)C(=O)N(CCCN(C)C)C2c2cccc(Cl)c2)cc1OC (stereo not given),-12
O=C(/C=C/c1ccc([N+](=O)[O-])cc1)N(Cc1ccccn1)c1nc2ccc(F)cc2s1,6
Cc1cc(C(=O)NCCn2ncc3c(N4CCN(c5ccccc5)CC4)ncnc32)no1,-2
O=[N+]([O-])c1ccc(Sc2c(-c3ccccc3)nc3sccn23)cc1,1
c1cnc2c(c1)CNCC2,-1

Next part:
canonical_smiles,PriA SSB inh
O=C(Cc1csc(NC(=O)NC2CCCCC2)n1)NCc1cccs1,-20
CC(C)(C)c1ccc(C(=O)Nc2nc3ccc(S(C)(=O)=O)cc3s2)cc1,-9
CCOc1ccccc1NC(=O)NCCc1nc(-c2cccs2)cn1C,14
COc1ccccc1-c1ccc(N2CCC(C(=O)NCCc3c[nH]c4ccccc34)CC2)nn1,2
NC(=NOC(=O)COc1ccc(Br)cc1Cl)c1ccccn1,-14
O=[N+]([O-])c1ccc(NN=Cc2ccccc2)c(F)c1,-24
COC(=O)N1CCC(CNC(=O)c2ccccc2Br)CC1,-22
Nc1nonc1-n1nnc(C(=O)NN=Cc2ccc(OCc3ccccc3)cc2)c1CNc1ccccc1,4
O=C(Nc1ccc(S(=O)(=O)N2CCCCC2)cc1)c1cccc(N2C(=O)CCC2=O)c1,1
COC(=O)C(=CNc1ccc(Oc2ccc(F)cc2F)nc1)NC(=O)c1ccccc1,-5
CC(=NNC(=O)c1ccc(NS(=O)(=O)c2cccs2)cc1)c1ccncc1,10
CN1C(=O)NC2(CCN(S(=O)(=O)c3ccc4c(c3)OCCO4)CC2)C1=O,-4&-1
O=C1NC2(CCN(S(=O)(=O)Cc3ccccc3)CC2)N=C1c1ccccc1,-26
O=C(NN=Cc1cccs1)c1sccc1-n1cccc1,12
Cc1ccc([N+](=O)[O-])cc1NC=C1CCCCC1=O,-5

In another format: results already given
> O=C(Nc1ccc(S(=O)(=O)N2CCCCC2)cc1)c1cccc(N2C(=O)CCC2=O)c1
  PriA SSB inh: 1

> COC(=O)N1CCC(CNC(=O)c2ccccc2Br)CC1
  PriA SSB inh: -22

> Cc1ccc([N+](=O)[O-])cc1NC=C1CCCCC1=O
  PriA SSB inh: -5

Next structures:
canonical_smiles,PriA SSB inh
CN(C)c1ccc(C(CNC(=O)c2cc3ccccc3oc2=O)N2CCc3ccccc3C2)cc1 (stereo not given),-7
COc1ccc(-c2nnc(NC(=O)c3ccc(S(=O)(=O)N4CCCc5ccccc54)cc3)o2)c(OC)c1,-17
NC(=O)CSc1ncn[nH]1,-3
CN1CCc2c(sc(N=Cc3cccs3)c2C(N)=O)C1,-3
O=C(c1csc(-c2ccccc2)n1)N1CC(n2cc(COc3ccccc3)nn2)C1,5
CCc1ccc(-c2ccc(SCc3ccccc3C)nn2)cc1,-10
CN1C(=Cc2cc[n+](C)c3ccccc23)C=Cc2ccccc21,34
Cc1oc(C)c(S(=O)(=O)N2CCCC2)c1C(=O)Nc1cccnc1,2
CC(C)c1ccc(NC(=O)C2CCc3sc(NC(=O)c4ccccc4)nc32)cc1 (stereo not given),-4
COc1ccc(-c2c3c(nc4sc(C(=O)c5ccc(Cl)c(Cl)c5)c(N)c24)CC(C)(C)CC3=O)cc1,-7
O=C(Nc1ccc2c(c1)CCCN2S(=O)(=O)c1cccs1)c1c(F)cccc1Cl,-13
CCc1ccc(-c2cc3c(=O)[nH]nc(SCC(=O)NCc4ccc(SC)cc4)n3n2)cc1,3
CN(C)c1ccc(/C=c2/c3ccccc3n3c2cc(-c2ccc(Cl)cc2)[n+]3C)cc1,-9
O=C(/C=C\c1ccccc1)NNC(=O)c1ccc(=O)n(Cc2ccc(Cl)cc2)c1,10
CN1C(=O)CCc2cc(N)ccc21,11

(further entries)
canonical_smiles,PriA SSB inh
O=C(NCC1CCN(c2ccncc2)CC1)c1cc2ccccc2o1,-6
Cc1cc(C(=O)Nc2sc3c(c2C(N)=O)CCN(Cc2ccccc2)C3)no1,-4
CCn1c(C2CCN(C(=O)c3cn(C)nc3OC)CC2)nn(CCOC)c1=O,8
O=C(Nc1ccc(F)c(C(F)(F)F)c1)c1cccn(Cc2ccccc2Cl)c1=O,-15
COc1ccc(-c2csc(NC(=O)C3CCCN(S(C)(=O)=O)C3)n2)cc1C (stereo not given),-4
COc1cccc(CC(=O)N2CC(c3nc(C)no3)C2)c1,0
Cc1cc(C(=O)NN=Cc2ccc(-c3ccc([N+](=O)[O-])cc3C)o2)n[nH]1,3
Cn1cc(S(=O)(=O)N(CCc2cccs2)Cc2ccco2)cn1,-8
O=C(NCc1ccc(F)cc1)N1CCC[C@H](Cc2nc(-c3cnccn3)no2)C1,5
COC1(CNC(=O)N2CCNC2=O)Cc2ccccc2C1,-2
O=S(=O)(NC1CCCC(O)C1)c1ccc(C(F)(F)F)cc1 (stereo not given),-6
CC1(C)COc2ccc(NS(=O)(=O)Cc3ccc(Cl)cc3)cc2NC1=O,2
O=C(NCC(c1cccs1)N1CCc2ccccc21)C1CCCC1 (stereo not given),24
COC(=O)NN=C(C)c1ccccc1OC(F)F,-15
CCn1c(SCC(=O)NCc2ccccc2OC)nc2c(-c3ccc(C)cc3)csc2c1=O,-15

Additional records follow:
canonical_smiles,PriA SSB inh
COc1ccc(C(=O)c2sc3nc(-c4ccc(C)cc4)cc(C(F)(F)F)c3c2N)cc1Br,-4
C#CCn1c(=NC(C)=O)sc2cccc(F)c21,-6
COC(=O)c1sccc1S(=O)(=O)N1CCC(CSc2ccccn2)CC1,-5
CSc1nncn1N=Cc1ccccc1F,2
O=C(NCC1CCN(c2ccccn2)CC1)Oc1ccccc1,-11
O=C(Cc1cccc2ccccc12)NCc1ccnc(-c2ccsc2)c1,-3
Cc1noc(-c2sccc2NC(=O)COc2ccccc2C)n1,-8
O=C(NCc1ccccc1)NC1CCC(Oc2ncccn2)CC1 (stereo not given),-16
COc1ccccc1NS(=O)(=O)c1ccc(N/N=C/c2ccccc2Cl)c([N+](=O)[O-])c1,i
O=C(O)/C=C\C(=O)NCCNC(=S)Nc1ccccc1,-5
Cn1nc(N2CCC(C(=O)NCc3csc4ncnn34)CC2)ccc1=O,-6
COc1ccccc1NC(=O)CSc1nc(-c2ccc3c(c2)OCO3)cn1-c1ccc(F)cc1,8
Cc1ccc2nc(N3CC(C(=O)Nc4cccc(OC(F)F)c4)C3)sc2c1,-13
NC(=O)C1CCN(CC(=O)Nc2cccc(Cl)c2)CC1,-9&5
O=C(Cn1c(=O)n(Cc2cccs2)c(=O)c2ncccc21)Nc1cccc(F)c1,-27

Among those listed so far, 5 have a furan ring, fused or not:
canonical_smiles,PriA SSB inh
Cc1ccc(N2CCn3c2nnc(C(=O)NCc2ccco2)c3=O)cc1,-19&-13
Cc1oc(C)c(S(=O)(=O)N2CCCC2)c1C(=O)Nc1cccnc1,2
O=C(NCC1CCN(c2ccncc2)CC1)c1cc2ccccc2o1,-6
Cc1cc(C(=O)NN=Cc2ccc(-c3ccc([N+](=O)[O-])cc3C)o2)n[nH]1,3
Cn1cc(S(=O)(=O)N(CCc2cccs2)Cc2ccco2)cn1,-8

More compounds follow.
canonical_smiles,PriA SSB inh
COc1ccc(OC)c(NC(C)=CC(=O)c2ccncc2)c1,18
O=C(Nc1cnoc1)c1cc(=O)c2ccccc2o1,-6
COCC(=O)NCC1CCN(c2nccnc2C#N)CC1,-7
COc1ccc(Cl)cc1N1CC(C(=O)NC2(c3nc(-c4ccncc4)no3)CCCCC2)CC1=O (stereo not given),-6
COC(=O)c1sc(-c2ccccc2)cc1NC(=O)c1ccc(S(=O)(=O)N2CCOCC2)cc1,-11
Cc1ccc(-c2ccc(=O)n(CCNC(=O)NC3CCCCC3)n2)cc1,-2
COc1ccc(S(=O)(=O)C2CCN(C(=O)C3(c4cccs4)CCCC3)CC2)cc1,-5
O=C(CCCSc1ccc(NC(=O)C2CC2)nn1)Nc1cnc2ccccc2c1,-10&1
O=C(c1ccc(Cl)s1)N1CCO[C@@H](Cc2ccccc2)C1,-8
COc1ccc(C(=O)Nc2sc(C)c(C)c2C(c2ccccn2)N2CCOCC2)cc1 (stereo not given),-10&4
COC(=O)c1cnn(-c2ccc(F)cc2F)c1C=NNC(N)=S,-3
C#CCn1c(=NC(=O)c2ccc(Cl)s2)sc2cc(S(N)(=O)=O)ccc21,-1
Cc1ccc(C=c2sc3n(c2=O)CCCN=3)o1,5
Cc1cc(-c2nnc(NC(=O)c3ccc(OC(C)C)cc3)o2)nn1C,-6
CS(=O)(=O)N1CCC(C(=O)Nc2nc(-c3ccccn3)cs2)CC1,2

The results go on.
canonical_smiles,PriA SSB inh
Cc1ccc(C(C)C)c(OCC(O)CN2CCN(c3ccccc3F)CC2)c1 (stereo not given),-8
CCN1CCN(CC(=O)NCc2ccc(F)cc2)C(=O)C1=O,-6
CCOc1ccc(-c2nc3n(n2)C(c2cccc(C)c2)C(C(=O)Nc2cccnc2)=C(C)N3)cc1 (stereo not given),2
C#CCn1c(=NC(=O)C2CCCN2S(=O)(=O)c2ccc(Cl)s2)sc2cc(F)ccc21 (stereo not given),4
COC1(CNC(=O)c2nc3ccccc3s2)CCSC1 (stereo not given),12
C/C(C=NNC(=O)c1c(Br)cnn1C)=C\c1ccccc1,1
COc1ccccc1-n1ncc2c(C)nnc(SCC(=O)Nc3cccc(C)c3C)c21,1
Cc1ccc2nc(-c3ccc(NC(=O)CC4CSc5ncc(C)c(=O)n54)cc3)sc2c1 (stereo not given),-1
COc1ccc(Br)cc1C(C)=NNC1=NCCN1,-5
CC(C)(CO)NC(=O)Cc1ccc(NC(=O)C2CC=CCC2)cc1 (stereo not given),4
O=C(Cn1ncn2nc(-c3ccc(F)cc3)cc2c1=O)NCCc1ccccc1,-4
COc1ccc(S(=O)(=O)N(C)c2ccsc2C(=O)NCc2ccc3c(c2)OCO3)cc1,2
O=C(Cc1cccs1)Nc1nnc(-c2cc(Cl)sc2Cl)o1,-9&-6
O=C(CSc1ncc(-c2ccccc2)n1-c1ccc(F)cc1)N1CCCC1,43*
CCOC(=O)N1CCC(NC(=O)C2CCCN(c3cc(-n4cncn4)ncn3)C2)CC1 (stereo not given),32

The listing continues:
canonical_smiles,PriA SSB inh
N#Cc1ccccc1NC(=O)c1ccno1,7
CCOC(=O)c1c(NC(=O)C2CCN(S(C)(=O)=O)CC2)sc2c1CCCCC2,-9
CC(=O)Nc1nnc(-c2cc(C)cc(C)c2)o1,-15
COc1ccc(N(CC(=O)NCCc2ccccc2)S(=O)(=O)c2cccnc2)cc1,-1&6
O=C(CN1CCOCC1)NN=Cc1ccc(C(=O)O)cc1,-6
O=C(Nc1c[nH]c2ccccc12)N1CCN(c2ccccc2F)CC1,2
COc1cccc(NC(=O)Nc2cc(N3CCC(C)CC3)ncn2)c1OC,-3
O=C(Nc1nc(-c2csc(NC(=O)c3coc4ccccc4c3=O)n2)cs1)c1cc(=O)c2ccccc2o1,-17
CC(=O)c1cccc(NC(=O)c2ccc(=O)n(Cc3ccccc3F)c2)c1,11
CC1(C)N=C(SCC(=O)Nc2cccc(C(F)(F)F)c2)c2ccccc2N1,-19
Cc1cc(C(=O)Nc2ccc(N3CCCC3=O)c(C)c2)no1,-4
O=C(c1ccc2c(c1)OCO2)N(C(=O)N1CCCCC1)c1cccc(Cl)c1,-2
O=C1C(=O)N(CCCn2ccnc2)C(c2cccc(Br)c2)C1=C(O)c1ccc2c(c1)OCCO2 (stereo not given),4
Nc1nc(-c2ccccn2)cs1,94*
O=C(NCCc1csc(-n2cccn2)n1)c1cc(C2CC2)on1,-6

The results go on:
canonical_smiles,PriA SSB inh
C/C(=N/Nc1nc(-c2ccccc2)cs1)c1ccccc1,21
C[C@H]1CCC/C=C/[C@@H]2C[C@H](O)C[C@H]2[C@H](O)/C=C\C(=O)O1,-2
O=C(CCN1C(=O)CCC1=O)Nc1cccc(C(F)(F)F)c1,-12
O=C1C(=O)N(c2cccc(Cl)c2)C(c2ccccc2[N+](=O)[O-])C1=C(O)c1ccccc1 (stereo not given),15
O=C(Nc1ccccc1-c1ccc(=O)[nH]n1)c1ccc2noc(-c3ccccc3)c2c1,-29
COC(=O)c1sccc1S(=O)(=O)N1CC(Oc2nc3c(C(F)(F)F)cccc3s2)C1,-26
COc1cccc(C=NNC(=O)c2ccc(-c3ccccc3)cc2)c1O,5
Clc1c(-c2nnc3sc(CN4CCOCC4)cn23)sc2ccccc12,-3
O=C(NC[C@H](O)c1cccc2ccccc12)C(=O)Nc1ccc2c(c1)OCO2,0
CSc1ccccc1NC(=O)[C@@H]1CSCCC(=O)N1,1
C=CCn1c(=O)c(C(=O)NCc2cccc(OC)c2)c(O)c2ccccc21,-27
